Bioassay records deposited in PubChem BioAssay by several laboratories.
S1P2 antag: antagonists of human S1P2 receptor | O95136 | AID 736 | inhibition, % at 5 µM | cell-based S1P2 antagonist assay, inhibition at 5 uM | 0.21% of 97,000 active; in the data active means inhibition above about 45%;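 further: CRE beta-lactamase reporter cells expressing human S1P2 stimulated with S1P; 0% = agonist at EC80 alone and 100% = agonist plus reference antagonist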
FAK inh: blocks human focal adhesion kinase activity; Q05397; biochemical FAK kinase activity assay; inhibition, %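 (tested at 7 µM)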; 0.84% of 97,000 active; AID 727; in the data active means inhibition above about 19%;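 further: 0% = DMSO and 100% = reference compound high control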
PostGolgi ctrl: inhibits growth of the yeast control strain; 5% of 98,000 active; AID 738; inhibition, % at 10 µM; efflux-deficient yeast background strain, growth absorbance A615, 16 h
LYP act: increases human PTPN22 phosphatase activity; activation, % at 2 µM; 0.11% of 96,000 active; recombinant LYP, DiFMUP fluorescence; 0 = plate median, 100 = signal doubled; Q9Y2R2;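 active means activation at 2 µM above a set limit, the mean plus 5 SD, cut at about 37% in these data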
S1P2 agonist: S1P2 (human) receptor agonism. 0.46% of 97,000 active. AID 729. S1P2-expressing cell line, agonist reporter read-out. activation, % at 4.5 µM. O95136; in the data active means activation above about 16%;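 further: 0% = vehicle low control and 100% = maximal reference agonist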
EphB4 ephrin blk: blocks human EphB4 binding to ephrin-B2 | P54760 | EphB4 LBD / TNYL-RAW-Alexa532 peptide, fluorescence polarization | inhibition, % at 7 µM | 0.15% of 97,000 active | AID 720;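 active means inhibition above the screen-wide mean inhibition plus 3 SD, cut at about 15% in these data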;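 further: 0% = DMSO wells and 100% = excess unlabeled TNYL-RAW peptide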
Target sequence (P54760 whole entry, looked up, the tested form may be a part): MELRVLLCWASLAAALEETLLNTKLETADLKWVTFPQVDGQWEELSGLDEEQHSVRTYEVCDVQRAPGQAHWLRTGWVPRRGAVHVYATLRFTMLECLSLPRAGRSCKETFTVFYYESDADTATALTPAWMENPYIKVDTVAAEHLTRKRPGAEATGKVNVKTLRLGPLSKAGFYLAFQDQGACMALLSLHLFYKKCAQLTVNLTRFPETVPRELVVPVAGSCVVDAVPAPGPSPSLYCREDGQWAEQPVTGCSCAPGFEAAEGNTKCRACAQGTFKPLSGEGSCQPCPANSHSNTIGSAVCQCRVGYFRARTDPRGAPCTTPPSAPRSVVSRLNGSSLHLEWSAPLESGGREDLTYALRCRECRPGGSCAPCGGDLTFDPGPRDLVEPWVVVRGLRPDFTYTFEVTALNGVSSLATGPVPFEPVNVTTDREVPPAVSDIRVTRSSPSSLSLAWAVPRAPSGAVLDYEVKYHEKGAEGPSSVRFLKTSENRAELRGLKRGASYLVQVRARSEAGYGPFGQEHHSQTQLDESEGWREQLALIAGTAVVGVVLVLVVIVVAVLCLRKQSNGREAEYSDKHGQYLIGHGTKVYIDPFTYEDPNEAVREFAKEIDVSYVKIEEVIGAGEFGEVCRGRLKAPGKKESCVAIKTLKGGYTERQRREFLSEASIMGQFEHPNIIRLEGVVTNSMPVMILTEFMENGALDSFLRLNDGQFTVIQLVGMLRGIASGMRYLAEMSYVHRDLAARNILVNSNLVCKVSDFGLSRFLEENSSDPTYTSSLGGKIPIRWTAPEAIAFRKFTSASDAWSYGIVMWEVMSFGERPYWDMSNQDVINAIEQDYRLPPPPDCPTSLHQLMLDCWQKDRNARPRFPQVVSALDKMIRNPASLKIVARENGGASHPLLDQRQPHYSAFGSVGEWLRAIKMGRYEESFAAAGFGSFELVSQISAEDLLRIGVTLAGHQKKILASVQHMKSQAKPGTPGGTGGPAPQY
PostGolgi yeast: growth inhibition of a yeast mutant, post-Golgi transport screen | AID 739 | inhibition, % at 10 µM | post-Golgi transport phenotypic cell assay | 0.9% of 98,000 active;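 further: yeast cells grown in 1536-well plates; yeast grown about 18 h at 30C before absorbance read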
HIV Rev-RRE inh: HIV Rev-RRE protein-RNA interaction inhibition. P05866. Rev peptide-RRE RNA binding, FRET. inhibition, % at 8 µM. 0.79% of 97,000 active. AID 704;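 active means inhibition above the screen-wide mean plus 3 SD, cut at about 35% in these data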;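 further: 0% = median DMSO wells and 100% = median Neomycin B control wells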
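Test system: Cy5-tagged RRE RNA duplex with fluorescein-tagged Rev peptide | Read-out: % inhibition of FRET ratio versus controls | Probe or stimulus: Labelled Rev peptide | Incubation: 5 min RNA-compound premix plus 15 min binding step, 25 °C | Technique: FRET fluorescence readout | Benchmarks: DMSO low control, neomycin B high control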
PTPN22 inh 2: LYP (human) phosphatase inhibition | AID 640 | recombinant LYP catalytic domain, DiFMUP fluorescence | 0.21% of 96,000 active | inhibition, % at 2 µM;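 active means inhibition at 2 µM at or above a set limit, the screen mean plus 3 SD, cut at about 24% in these data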;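 further: 0% = DMSO with enzyme and 100% = enzyme fully blocked by orthovanadate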
Starred values were filed as active, the others as inactive; nt = no result given; & = joins results of further samples. Unless noted, no stated cut-off is given here; in the data, active means inhibition above about 30%; inactive means the rest.

Sequence of screens – HIV Rev-RRE inh, PostGolgi ctrl, S1P2 agonist, PTPN22 inh 2, FAK inh, PostGolgi yeast, LYP act, EphB4 ephrin blk, S1P2 antag
- CO/N=C/NC(=O)c1c(OC)ccnc1Oc1cccc(C(F)(F)F)c1
  9, 13, -6, 5, -3, 7, -2, 6, 14
- O=C1CC(N2CCN(c3nc4ccccc4s3)CC2)C(=O)N1c1ccc(F)cc1 (stereo not drawn)
  4, 9, -1, -1, 3, 0, -1, -5, 7
- COc1ccc(CC(=O)NCc2ccc3c(c2)OCO3)cc1
  3, 5, 0, 5, -1, 16, -6, 3, -39
- C=CCn1c(=NC(=O)C2CCCCC2)sc2cc(NC(C)=O)ccc21
  -1, 14, -5, -13, -3, -7, 10, -1, 2
- COC(=O)COc1cccc(-n2cnnn2)c1
  1, 9, -8, 0, -6, -7, -3, -3, 2
- CCOc1cc(C2NN=C(c3ccccc3)S2)ccc1OCc1ccc(F)cc1 (stereo not drawn)
  7, 3, -5, 1, -2, -2, -2, -6, -2
- COc1ccccc1-n1c(SCC(=O)O)nnc1-c1ccc(S(=O)(=O)N2CCCCC2)cc1
  -1, 0, -5, 8, 1, -6, -10, 5, -1
- CCc1cc2c(SCC(=O)C(C#N)=C3N(C)c4ccccc4N3C)ncnc2s1
  8, 8, 1, 1, 0, 0, 0, 5, 4
- COc1ccc(NC(=O)N2CCCC2C(=O)NCc2ccc(F)cc2)cc1 (stereo not drawn)
  -2, nt, -3, 2, 1, nt, -3, -1, 15
- c1ccc(CN2CCN(c3nc(N4CCOCC4)c4ccccc4n3)CC2)cc1
  10, nt, -2, 1, -1, nt, -2, 1, -14
- CC(=O)Nc1cccc(NC(=O)C2CCCN2C(=O)Nc2cccc(F)c2)c1 (stereo not drawn)
  9, 8, -11, -6, -1, 16, 5, 7, 15
- COc1ccc(-n2c(SCC#N)nc3ccccc3c2=O)cc1
  4, 0, -3, 7, -7, -2, -4, 3, 12
- O=C(NCCN1CCOCC1)c1csc2c1CCCC2
  2, 6, -2, 1, -1, 6, -5, 2, -12
- Cc1c(C)c2cc(Cl)c(OCc3nn[nH]n3)cc2oc1=O
  0, 1, -1, 3, -3, -3, 0, -6, -23
- Cc1ccc(-n2ncc(N(C)C)c(Cl)c2=O)cc1
  1, 12, -4, -7, -5, -9, 9, -10, 3
- COC(=O)c1ccc(NC(=O)CN(C)S(=O)(=O)c2ccc(OC)c(C)c2)cc1
  2, 4, -8, 9, 7, 9, -7, 0, 20
- O=C(/C=C/c1ccco1)NC(=S)Nc1ccc(Cl)cn1
  6, 13, 1, 2, -4, -4, 0, -1, -10
- CCOC(=O)C(C)Sc1ccc2nnc(-c3ccc(F)cc3)n2n1 (stereo not drawn)
  -7, 7, -1, -4, -3, -13, 3, -6, -23
- O=C(c1ccc(Cl)cc1)c1ccc(OCC(O)CN2CCCCC2)cc1 (stereo not drawn)
  -2, 7, -7, -3, 3, 35*, 4, 3, 6
- CCOC(=O)C(=CNc1ncccc1C)C(=O)OCC
  1, 7, -5, -7, 4, -2, 10, -1, 3
- CC(=O)c1cc2c(cc1NC(=O)CN1CCN(C(=O)c3ccco3)CC1)OCO2
  5, nt, -8, 2, -10, nt, -4, 11, 9
- CC(/C=C\c1cccnc1)=C/C(=O)O
  1&13, 17&11, -6&-3, 0&5, -7&-2, -3&-1, 3&-2, -3&4, 4&14
- O=C(OCC(=O)N1CCN(C(=O)c2ccco2)CC1)c1sc2cc(F)ccc2c1Cl
  6, 3, -3, 5, -1, -4, -7, -2, 2
- O=C(Nc1nccs1)C1CCN(S(=O)(=O)c2cccnc2)CC1
  nt, -3, nt, 1, nt, 23, -2, nt, nt
- COC(=O)c1ccc(-c2nc3cc(N)ccc3o2)cc1
  0, nt, -3, 9, -1, nt, -9, 5, -11
- O=C(CCc1ccccc1)N1CCN(CCO)CC1
  4, 1, -1, nt, -6, -3, nt, -2, 0
- COc1ccc(NC(=O)CCCCCN2C(=O)CCC2=O)cc1Cl
  3, 1, 0, 2, 0, 1, -4, -2, -25
- CC1=C(C(=O)OC(C)C)C(c2ccco2)NC(=O)N1 (stereo not drawn)
  8, -3, -4, -1, 2, -4, -1, 4, 1
- CCOc1c(C#N)c(C#N)c2nc(C)cc(C)n12
  31, 24, -2, 1, -4, -7, -2, 7, 2
- CCOc1ccc(Nc2nc(Cc3nnc(SCC(=O)N(CC)CC)n3C)cs2)cc1
  -1, nt, -3, 0, 0, nt, 1, -1, -6

Copied from the list:
CCOc1c(C#N)c(C#N)c2nc(C)cc(C)n12 | S1P2 agonist: -2
CC1=C(C(=O)OC(C)C)C(c2ccco2)NC(=O)N1 (stereo not drawn) | S1P2 antag: 1

Going on with the list:
Sequence of screens – HIV Rev-RRE inh, PostGolgi ctrl, S1P2 agonist, PTPN22 inh 2, FAK inh, PostGolgi yeast, LYP act, EphB4 ephrin blk, S1P2 antag
- Cc1ccc(S(=O)(=O)N(CCCO)Cc2cc3c(C)ccc(C)c3[nH]c2=O)cc1
  10, 9, -2, 7, -3, 9, -6, 6, -12
- Cn1c(C(=O)Nc2ccc3c(c2)OCCO3)cc2sccc21
  7, -4, -7, -11, -5, -9, 10, 9, 8
- Cc1ccc(-n2nnnc2SCC(=O)c2cc(C)n(-c3cc(C)on3)c2C)c(C)c1
  7, 17, -3, -6, 1, 3, 3, -7, 3
- O=C1c2ccccc2C(O)N1c1ccc(Cl)cc1 (stereo not drawn)
  2, 12, -5, 0, 2, -10, -2, -6, -9
- COc1ccc(Oc2coc3c(CN(C)C)c(O)ccc3c2=O)cc1
  2, -3, -3, 6, 0, -1, -9, -5, 2
- COCCn1c(=S)[nH]c2cc(C(=O)N3CCN(c4ccccc4OC)CC3)ccc2c1=O
  -1, 7, 1, -11, 0, 1, 8, 4, 11
- COc1cc(OC)c(C(=O)Oc2ccc3c(c2)OCO3)cc1OC
  2, 8, -5, 1, -3, 11, 0, 6, -2
- CN1C(=S)SC(C)(C)C1NO (stereo not drawn)
  8, 7, -2, -10, 0, -6, 9, -5, -4
- CCC(=O)N1CCN(c2ccc(NC(=O)c3cccs3)cc2)CC1
  -2, 4, -4, 7, 2, -17, -5, -3, 6
- CCCCOc1ccc(C(=O)Nn2cnnc2)cc1
  6, 0, -2, -2, -1, 13, 4, 2, -1
- C/C(Cl)=C/Cn1c(SC(C)C)nc2c1c(=O)[nH]c(=O)n2C
  13, 10, 1, -15, 4, 20, 12, -5, -1
- CCOc1ccccc1N1CCN(C(=O)c2ccccc2)CC1
  1, -8, 1, -3, 2, 11, 2, -9, -8
- CS(=O)(=O)N(CC(=O)N1CCOCC1)c1ccc2c(c1)OCO2
  0, 5, -5, -5, -8, 0, 3, 5, 10
- Cc1cc(C)n(CC(O)Cn2cnc3c2c(=O)n(C)c(=O)n3C)n1 (stereo not drawn)
  5, nt, -2, 6, 1, nt, 0, 1, 24
- Cn1c(=O)[nH]c(=O)c2c1nc(Br)n2CCCCSc1nc2ccccc2o1
  5, 13, -3, -18, -2, 11, 21, -12, -5

Single records (already shown). Order of screens: HIV Rev-RRE inh | PostGolgi ctrl | S1P2 agonist | PTPN22 inh 2 | FAK inh | PostGolgi yeast | LYP act | EphB4 ephrin blk | S1P2 antag
Shown for Cn1c(=O)[nH]c(=O)c2c1nc(Br)n2CCCCSc1nc2ccccc2o1 : 5 | 13 | -3 | -18 | -2 | 11 | 21 | -12 | -5
Shown for COCCn1c(=S)[nH]c2cc(C(=O)N3CCN(c4ccccc4OC)CC3)ccc2c1=O : -1 | 7 | 1 | -11 | 0 | 1 | 8 | 4 | 11
Shown for Cc1cc(C)n(CC(O)Cn2cnc3c2c(=O)n(C)c(=O)n3C)n1 (stereo not drawn) : 5 | nt | -2 | 6 | 1 | nt | 0 | 1 | 24

Reprinted at random: 6 records from the list.
Sequence of screens – HIV Rev-RRE inh, PostGolgi ctrl, S1P2 agonist, PTPN22 inh 2, FAK inh, PostGolgi yeast, LYP act, EphB4 ephrin blk, S1P2 antag
- CCOc1ccccc1N1CCN(C(=O)c2ccccc2)CC1
  1, -8, 1, -3, 2, 11, 2, -9, -8
- CS(=O)(=O)N(CC(=O)N1CCOCC1)c1ccc2c(c1)OCO2
  0, 5, -5, -5, -8, 0, 3, 5, 10
- Cn1c(=O)[nH]c(=O)c2c1nc(Br)n2CCCCSc1nc2ccccc2o1
  5, 13, -3, -18, -2, 11, 21, -12, -5
- C/C(Cl)=C/Cn1c(SC(C)C)nc2c1c(=O)[nH]c(=O)n2C
  13, 10, 1, -15, 4, 20, 12, -5, -1
- O=C1c2ccccc2C(O)N1c1ccc(Cl)cc1 (stereo not drawn)
  2, 12, -5, 0, 2, -10, -2, -6, -9
- COCCn1c(=S)[nH]c2cc(C(=O)N3CCN(c4ccccc4OC)CC3)ccc2c1=O
  -1, 7, 1, -11, 0, 1, 8, 4, 11

Other compounds follow:
Sequence of screens – HIV Rev-RRE inh, PostGolgi ctrl, S1P2 agonist, PTPN22 inh 2, FAK inh, PostGolgi yeast, LYP act, EphB4 ephrin blk, S1P2 antag
- CC(=O)CC1(O)C(=O)N(Cc2ccccc2)c2ccccc21 (stereo not drawn)
  10, 10, 0, 7, 6, -2, -6, 8, 28
- COc1ccc(OC)c(NS(=O)(=O)c2ccc(SC)cc2)c1
  3, 14, -3, -9, 0, 5, 4, 6, -16
- Cc1nc2c(C)cccc2cc1C(=O)N/N=C/c1ccc(N(C)C)cc1
  5, 5, -1, -21, 1, 10, 22, 4, -8
- COc1ccccc1/C=C/C1(C(=O)NC2CCCC2)CC(=O)N1c1ccc(C)cc1 (stereo not drawn)
  5, nt, -1, 2, 1, nt, -3, -1, -16
- COc1cccc(Nc2ncnc3c2cnn3C)c1
  0, 1, -2, 8, 0, 11, -11, 1, -17
- NC(=O)/C(=C/c1ccco1)NC(=O)/C=C/c1ccccc1
  1, 2, -8, 2, 0, 0, 1, -8, 20
- Cc1cc(OCC(=O)N2CCc3ccccc3C2)c2c(-c3ccccc3)cc(=O)oc2c1
  -3, 51*, -4, -5, 2, 5, 4, 1, -8
- c1ccc(CCn2nnnc2CN2CCc3ccccc32)cc1
  6, 7, -4, -7, 4, 14, 6, -5, -3
- Cc1ccc(Cl)cc1NC(=O)Cn1cc2c(n1)CCCC2
  5, 27, -4, -4, 1, 6, 1, -13, 10
- O=C(CSc1nnc(-c2ccncc2)n1CC1CCCO1)NCc1ccccc1 (stereo not drawn)
  11, -1, -3, 1, 0, 4, -2, -1, 0
- COc1cccc(CN=CC2=C(O)CC(C)(C)CC2=O)c1OC
  -1, 2, -5, -8, -5, -5, 13, -3, -3
- Cc1cc(C(=O)Nc2ccccn2)no1
  7, 13, -4, 8, -2, 5, -12, -3, 23
- COC(=O)CN1C(=O)C2(C(C#N)=C(N)Oc3ccccc32)C2=C1CC(C)(C)CC2=O (stereo not drawn)
  -1, 8, -1, -11, -1, 4, 8, 0, -54
